Screens deposited in PubChem by several laboratories.
TLR4-MyD88 BLA: TLR4-MyD88 interaction inhibition in cells; AID 861; HeLa CL3-4 TLR4/MyD88 BLA complementation, FRET ratio; inhibition, % at 8.4 µM; hit rate 0.18% among 200,000; in the data active = inhibition above about 25%;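 also: 0% = vehicle and 100% = reference inhibitor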
PMI act: phosphomannose isomerase (human) activation. AID 1214. P34949. purified human PMI, coupled resazurin fluorescence, 20 min; hits give high values; 1 = vehicle control, 0 substrate-free wells. activation factor at 20 µM. hit rate 0.005% among 190,000;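 active = activation factor of 2 or more at 20 µM, relative to plate controls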
Target sequence (P34949 whole entry, looked up): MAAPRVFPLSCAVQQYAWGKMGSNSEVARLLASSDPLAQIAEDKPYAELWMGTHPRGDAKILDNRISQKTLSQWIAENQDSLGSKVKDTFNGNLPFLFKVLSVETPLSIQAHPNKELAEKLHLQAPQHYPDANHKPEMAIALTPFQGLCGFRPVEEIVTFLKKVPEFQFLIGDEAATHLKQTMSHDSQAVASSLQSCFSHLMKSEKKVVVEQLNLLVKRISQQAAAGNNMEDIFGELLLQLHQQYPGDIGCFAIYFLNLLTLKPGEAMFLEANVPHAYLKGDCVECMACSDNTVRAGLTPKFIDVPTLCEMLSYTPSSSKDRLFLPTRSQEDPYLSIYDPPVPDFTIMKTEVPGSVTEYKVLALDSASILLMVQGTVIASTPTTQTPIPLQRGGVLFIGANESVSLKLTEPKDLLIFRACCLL
Lmaj promast: reduces viability of Leishmania major promastigotes | resazurin fluorescence viability | hit rate 9% among 200,000 | inhibition, % at 10 µM;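 also: promastigotes grown with compound for 44 hours at 28 °C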
Diaphorase act: counter-screen for diaphorase-based assays: diaphorase activators and chemical reducers | Diaphorase/resazurin coupled assay, resorufin fluorescence, 16 min; hits give high values; 1 = vehicle wells, 0 = NADH-free wells | activation factor at 20 µM | hit rate 0.005% among 190,000 | AID 1229;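 active = diaphorase activity raised at least twofold by the compound at 20 µM; inactive = activation factor below 2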
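Material: purified diaphorase enzyme from Clostridium kluyveri; Also added: 0.114 mM NADH and 0.1 mM resazurin, final amounts; Doses: single compound dose of 20 µM, 1% DMSO final; Times: 16 min enzyme reaction, ambient temperature; Detection: resorufin fluorescence, excitation 544 nm, emission 590 nm; Measure: increased resorufin signal from activators or reducing compounds.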
Hsp70 activator: transcriptional activators of Hsp70; HeLa Hsp70 promoter luciferase reporter, luminescence; scaled: vehicle 0, proteasome-inhibitor control 100%; activation, % at 10 µM; hit rate 0.04% among 200,000;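 active = activation above the mean across all tested compounds plus 3 SD, cutoff set per campaign, cut at about 5.5% in these data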;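 also: 100% = MG132 at 30 µM as the positive control and 0% = DMSO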
S1P3 antagonist: antagonists of human S1P3 receptor. inhibition, % at 4.98 µM. hit rate 0.27% among 170,000. CHO S1P3 NFAT-BLA reporter, FRET fluorescence, antagonist mode. Q99500;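 active = inhibition above the plate cutoff, the mean inhibition of test wells on that plate plus 3 SD, cut at about 28% in these data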;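 also: cells challenged with S1P at its EC80 of 0.8 µM; blue over green emission ratio from cleaved BLA substrate after 4 h stimulation; 0% = S1P-stimulated wells and 100% = unstimulated DMSO-only wells; some compounds past the cut are filed as inactive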
Target sequence (Q99500 whole entry, looked up): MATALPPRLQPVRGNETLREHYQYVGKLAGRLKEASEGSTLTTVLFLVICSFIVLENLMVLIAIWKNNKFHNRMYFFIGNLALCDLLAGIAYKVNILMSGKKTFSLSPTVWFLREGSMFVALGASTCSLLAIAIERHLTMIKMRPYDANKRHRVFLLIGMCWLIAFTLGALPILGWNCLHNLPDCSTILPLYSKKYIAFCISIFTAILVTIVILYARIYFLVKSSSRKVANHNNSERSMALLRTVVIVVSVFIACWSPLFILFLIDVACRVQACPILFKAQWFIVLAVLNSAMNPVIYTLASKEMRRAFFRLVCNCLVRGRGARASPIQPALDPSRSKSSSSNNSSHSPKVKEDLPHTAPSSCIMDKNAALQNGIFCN
Diaphorase inh: inhibits diaphorase or chemically oxidizes, flagging diaphorase assay artifacts | AID 1217 | hit rate 0.69% among 190,000 | diaphorase resazurin-to-resorufin fluorescence, NADH, 16 min; bacterial (C. kluyveri) enzyme, not human | inhibition, % at 20 µM;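 active = primary screen inhibition at 20 µM above a set limit, cut at about 50% in these data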;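 also: plate controls were DMSO with full reaction for no effect and wells lacking NADH for full effect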
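Assay system: diaphorase enzyme from Clostridium kluyveri; Input: enzyme working solution with 0.14 U/mL diaphorase; Timing: 16 min at room temperature; Technique: resorufin fluorescence, excitation 544 nm, emission 590 nm; Benchmarks: positive control minus NADH, DMSO neutral control.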
DTT redox prof: compounds producing H2O2 with reducing agent – biochemical, NIH compound library profiling, artefact control for MLSCN library redox annotation, primary screen; hit rate 0.03% among 200,000; DTT-dependent redox cycling H2O2, phenol red/HRP absorbance; 100% = 100 µM peroxide control, 0% = buffer; activation, % at 10 µM; AID 878;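 active = activation of at least 50% relative to the plate's high and low controls in the primary single-dose screen; inactive = activation below 50%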;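 also: compound incubated with DTT at 0.8 mM final as the reducing agent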
PMI act hi M6P: increases human PMI activity with near-saturating mannose 6-phosphate. AID 1216. coupled PMI enzyme assay, resazurin fluorescence, 20 min; hits give high values; 1 = untreated enzyme, 0 = substrate-free blank. hit rate 0.34% among 190,000. activation factor at 20 µM;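 active = activation factor of 2 or more at 20 µM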
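Test system: human phosphomannose isomerase with PGI, G6PDH, diaphorase coupling enzymes / Doses: 20 µM compound, 1% DMSO / Times: enzyme reaction with compound 20 min at room temperature / Measured by: Diaphorase-driven resazurin-to-resorufin fluorescence, excitation 544, emission 590 nm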
G6PDH counter: counter-screen for G6PDH assay hits: L. mesenteroides G6PDH inhibition; Purified L. mesenteroides G6PDH, diaphorase/resazurin coupled fluorescence, 45 min; inhibition, % at 5 µM; hit rate 0.12% among 200,000; AID 1020
RAM network inh: inhibitors of the yeast RAM network | inhibition, % at 50 µM | hit rate 1.8% among 190,000 | S. cerevisiae dse1pr::URA3 reporter, 5-FOA growth OD615, 2 d; analog-sensitive cbk1-as2 kinase mutant strain | AID 868;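 active = inhibition above a set limit, 3 SD over mean compound inhibition, cut at about 8.4% in these data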;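 also: 0% = DMSO-only wells with no growth and 100% = 10 µM 1-NA-PP1 full growth; inhibition rescues growth on 5-FOA so higher OD means more RAM inhibition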
Starred values were filed as active, the others as inactive; x = no result given. Rule as the data show it, unless noted: active = inhibition above about 50%; inactive = the rest.

SMILES	TLR4-MyD88 BLA	PMI act	Lmaj promast	Diaphorase act	Hsp70 activator	S1P3 antagonist	Diaphorase inh	DTT redox prof	PMI act hi M6P	G6PDH counter	RAM network inh
Cc1nn(-c2ccccc2)c(C)c1/C=N/n1c(-c2ccc(Cl)cc2)n[nH]c1=S	7	0.9	3	0.9	-0.3	-5	7	0.3	0.9	-26	1.1
CCCOc1ccc(N2C(=O)CC(N(C(=O)c3ccco3)c3ccc(OCCC)cc3)C2=O)cc1 (stereo unspecified)	7	0.9	-2	1	-0.2	x	2	0.2	1.1	2	4.5
N#Cc1c(N)nc(-c2ccccc2)nc1-c1ccccc1	3	1.1	-5	1	0.1	25	-1	1.5	1	1	5.1
Oc1ccc2ccccc2c1N=Nc1ccccn1	-7	0.9	100*	0.8	-0.6	x	17	0.2	1.1	29	1.1
CCOC(=O)c1nccnc1C(=O)Nc1cccc(C(F)(F)F)c1	3	1.1	4	0.9	-0.2	0	8	-1.0	1.1	8	0.5
Cc1cc(C)cc(NC(=S)N2CCN(Cc3ccccc3)CC2)c1	4	1	10	1	-0.2	-1	-2	-1.9	1	0	0.0
Cc1csc(SCC(=O)O)n1	13	1.1	-4	0.9	0.0	10	7	1.7	1	7	3.3
O=C1c2ccccc2C(=O)N1Cc1nc(-c2ccccc2)no1	x	1	x	0.9	x	2	12	x	1	2	x
Cc1ccc(C(=S)N2CCN(Cc3ccccc3)CC2)cc1	5	1	8	0.9	-0.1	11	6	-0.2	1.1	2	0.2
CC(C)C(c1nnnn1Cc1ccc(F)cc1)N1CCN(C2CCCCC2)CC1 (stereo unspecified)	-3	1.1	4	1	-0.3	-2	0	-1.6	1	12	1.5
Cc1cc(C)n(-c2ccc(C(=O)O)cc2)n1	-4	0.8	32	0.8	-0.2	-5	22	0.3	0.7	10	1.2
Cc1cc(C)n(CC(O)COc2ccccc2C(=O)Nc2ccccc2)n1 (stereo unspecified)	2	1	4	0.8	-0.2	18	19	1.4	1	0	1.1
CCOC(=O)CNC(=O)C(=O)c1c(O)[nH]c2ccccc12	-7	0.8	-3	0.7	-0.2	-3	25	2.2	0.8	0	0.3
Cc1ccc(S(=O)(=O)c2nc(-c3ccc(F)cc3)oc2SCC(N)=O)cc1	-4	1.3	11	1.1	-0.1	x	-11	-2.7	1.4	6	1.5
Cc1noc(C)c1C(=O)N1CCCC1	1	1.1	-6	1	-0.1	x	1	0.2	1.1	11	-0.3
Fc1cccc(F)c1CSc1nc2ccccc2[nH]1	7	0.9	100*	0.9	0.0	x	7	0.2	0.9	-2	-0.8
CCc1cccc(C)c1NC(=O)C1C2CCC(O2)C1C(=O)O (stereo unspecified)	5	0.9	-1	0.8	-0.9	-16	20	0.9	0.9	0	1.2
COc1cc(OC)c(NS(=O)(=O)c2cccc(C(=O)OCC(=O)NCC3CCCO3)c2)cc1Cl (stereo unspecified)	5	1	80*	0.9	-0.4	-11	14	-0.2	1	0	1.2
O=C(Nc1ccccc1)c1ccc(CSc2ncccn2)cc1	-16	0.9	-6	1	0.5	x	-1	-8.4	1	9	1.1
O=C(NCc1ccco1)c1ccc(NS(=O)(=O)c2cccc([N+](=O)[O-])c2)cc1	12	1	-9	1	-0.1	-8	2	-0.8	1	2	4.7
COc1ccc(/C=N/NC(=O)c2ccc(COc3ccccc3Cl)o2)cc1	4	1	-3	1	-0.1	x	3	-7.7	1	-2	1.4
Clc1ccc(CSc2ccc(-c3cccnc3)nn2)cc1	8	1	1	1	-0.4	-14	4	-0.5	1	3	0.0
CN(C)c1oc(-c2cccs2)nc1C#N	1	0.9	3	0.9	-0.3	x	6	1.4	0.9	-3	3.2
N#CCCNc1c(Cl)cc(Cl)cc1C(=O)O	-10	1	-8	0.8	-0.4	-12	16	-0.5	0.9	-1	-0.3
COc1ccc(/C=C(\NC(=O)c2ccc(OC)cc2)C(=O)NC(CCSC)C(=O)O)cc1 (stereo unspecified)	6	1	-3	0.9	-0.4	x	14	0.4	1.1	7	2.5
CN1CCN(Cc2ccc(-c3ccc(Cl)cc3)o2)CC1	-1	0.9	94*	0.9	0.4	9	10	1.3	1.1	6	-0.2
O=c1c2cccc3c2c(nn1-c1ccccc1)-c1ccccc1-3	4	0.9	-2	0.9	-0.4	x	9	2.1	0.9	-23	3.8
CN1OC(Cn2cc(C#N)c(=O)n(C)c2=O)CC1c1ccccc1 (stereo unspecified)	-13	1.1	-7	0.9	-0.2	-4	5	-0.9	1.1	0	1.7
O=[N+]([O-])c1cccc(/C=N/n2c(C3CCCCC3)n[nH]c2=S)c1	2	0.9	1	0.7	-0.4	-6	26	0.1	0.9	-35	5.6
CCc1nnc(NC(=O)C(NC(=O)c2ccccc2Cl)C(C)C)s1 (stereo unspecified)	-5	1.1	6	1	0.0	1	0	-1.1	1.1	7	1.1
CC(=O)Nc1nonc1-c1nc2ccccc2n1CCC#N	-4	1	-3	0.8	-0.1	-7	21	-0.1	0.9	0	2.7
Cc1cc(C)cc(N(CC(=O)NCc2cccnc2)S(C)(=O)=O)c1	-5	1	-2	0.9	0.0	3	11	0.2	1	0	5.2
CC(C)CNC(=S)N1CCC(NC(=O)C23CC4CC(CC(C4)C2)C3)CC1	2	1	-2	1	-0.3	x	3	0.6	1	3	3.6
NS(=O)(=O)c1ccc(Oc2ccc(S(N)(=O)=O)cc2)cc1	15	1	-4	0.9	-0.2	-7	12	-0.1	1.1	6	0.7
O=S(=O)(c1ccc2ccccc2c1)N1CCC(c2nc(-c3ccncc3)no2)CC1	11	0.6	1	0.4	-0.5	x	57*	0.3	0.7	-1	0.3
O=C(N/N=C/c1coc2ccccc2c1=O)c1cc2ccccc2o1	-8	1	-10	0.8	-0.3	30*	17	-0.6	1	-4	0.9
Cn1/c(=N/N=C/c2ccc(N3CCOCC3)cc2)sc2ccccc21	-4	0.9	-9	0.9	-0.3	-15	12	0.1	0.9	-6	4.5
CC(=O)Nc1ccc(CN2CCCC(C(=O)c3ccc(C(F)(F)F)cc3)C2)cc1 (stereo unspecified)	-4	0.9	82*	0.8	0.2	2	21	0.9	0.9	9	-1.7
O=C(C1=C[C@H](c2csc3ccccc23)C[C@H](OCc2ccc(CO)cc2)O1)N1CCN(Cc2ccccc2)CC1	-5	0.9	21	0.8	-0.1	-10	24	0.1	0.9	10	2.3
Cc1c(N/C(=N/S(=O)(=O)c2cc([N+](=O)[O-])ccc2Cl)c2ccccc2)c(=O)n(-c2ccccc2)n1C	-3	1.3	4	1	-0.1	-3	0	0.3	1.2	5	-0.1
Nn1c(SCC(=O)Nc2ccc(F)cc2)nnc1-c1cccnc1	-10	1	-6	0.9	-0.3	2	12	1.9	0.9	-13	1.8
O=S(=O)(NCCc1ccccc1)c1cccc(S(=O)(=O)N2CCOCC2)c1	10	1	4	0.9	0.0	-12	14	-0.1	1	3	1.4
O=S(=O)(/C=C/c1ccccc1)N1CCN(c2nc(-c3ccccc3)nc3ccccc23)CC1	-2	0.9	65*	0.9	0.1	-7	8	-2.4	0.9	-2	3.4
Cc1ccc(CN2C(=O)CCC2C(=O)N2CCN(c3ccccc3)CC2)cc1 (stereo unspecified)	0	1.1	1	1	0.5	12	0	-0.3	1	-4	3.6
COc1ccc(/C(O)=C2\C(=O)C(=O)N(c3cc(C)on3)C2c2ccc(OC)c(OC)c2)cc1OC (stereo unspecified)	12	1	-7	0.9	0.1	-19	7	1.4	1	7	6.3
O=C(Nc1nccs1)c1cc(-c2ccco2)nc2ccccc12	-4	0.9	6	0.8	-0.1	-2	16	0.3	1	4	2.0
Cn1c(Cc2c[nH]c3ccccc23)n[nH]c1=S	-1	1.1	2	0.9	0.0	x	11	0.1	1.1	3	0.9
COc1ccc(C(C)(C)C)cc1NC(=O)COC(=O)c1cc(SC)ccc1Cl	-15	0.8	3	0.7	-0.5	-7	28	0.7	0.8	-43	13*
CCC(C)NC(=O)COC(=O)c1oc2ccccc2c1CSc1ccc(Cl)cc1 (stereo unspecified)	5	1.1	4	1	-0.3	3	4	-0.1	1.1	4	3.0
O=C(CN(Cc1ccccc1)C1=NCCS1)c1ccccc1	3	1.1	1	1	-0.2	2	4	0.6	1.1	-12	-0.6
O=[N+]([O-])c1cccc(/C=C/c2nc(C=Nc3ccc4ccccc4c3)c(O)o2)c1	-7	0.8	0	0.8	-0.3	x	21	-3.8	0.7	3	4.4
Cc1ccc(NC2Sc3ccccc3NC2=O)cc1 (stereo unspecified)	-4	1.6	-12	0.9	-0.2	-10	7	0.0	2.1*	2	1.9
CCOC(=O)C1=C(C)NC(=O)C1CC(=O)Nc1ccccc1 (stereo unspecified)	2	2.1*	9	1.4	-0.2	x	-35	0.8	3*	12	0.0
C/C(CCc1ccc2c(c1)OCO2)=N\NC(=O)c1ccccc1Br	-14	1.1	-5	1	0.0	-2	-4	0.3	1	10	-0.3
Cc1ccc(S(=O)(=O)C(C#N)=C2N(C)c3ccccc3N2C)cc1	-8	1	11	0.9	-0.2	0	11	-0.1	1	4	0.2

Part of the list above, in CSV form:
SMILES,TLR4-MyD88 BLA,PMI act,Lmaj promast,Diaphorase act,Hsp70 activator,S1P3 antagonist,Diaphorase inh,DTT redox prof,PMI act hi M6P,G6PDH counter,RAM network inh
Fc1cccc(F)c1CSc1nc2ccccc2[nH]1,7,0.9,100*,0.9,0.0,x,7,0.2,0.9,-2,-0.8
CCc1cccc(C)c1NC(=O)C1C2CCC(O2)C1C(=O)O (stereo unspecified),5,0.9,-1,0.8,-0.9,-16,20,0.9,0.9,0,1.2
COc1cc(OC)c(NS(=O)(=O)c2cccc(C(=O)OCC(=O)NCC3CCCO3)c2)cc1Cl (stereo unspecified),5,1,80*,0.9,-0.4,-11,14,-0.2,1,0,1.2
O=C(Nc1ccccc1)c1ccc(CSc2ncccn2)cc1,-16,0.9,-6,1,0.5,x,-1,-8.4,1,9,1.1
